Screening results from PubChem.
RNase H inhibition: RNase H inhibition, HIV 1 Gag Pol polyprotein, FRET biochemical assay, screening (AID 372). HIV-1 RT RNase H, FRET RNA/DNA substrate fluorescence; higher % means a stronger effect. one-dose inhibition, % at 10 µM; IC50 in µM for titrated hits. actives 0.77% (n = 100,000); in the data active = inhibition above about 50%
* hit, by the source's call.

Compound | RNase H inhibition
CCOc1ccccc1/C=N/NC(=O)Cc1nnc(N)s1 | 1%
Cc1ccccc1C(=O)NNC(=O)C(C)C | 35%
Cc1c(NC(=S)NC(=O)c2ccccc2[N+](=O)[O-])cccc1-c1nc2cc(Cl)ccc2o1 | 15%
O=C(Nc1ccc(Cl)cc1)Oc1ccccc1[N+](=O)[O-] | 14%
Cn1c(CNC2CCCCC2)nc2ccccc21 | 8%
CC(C)(C)c1ccc(-c2nnc(N)s2)cc1 | 4%
CC1=C(C(=O)OCC2CCCO2)C(c2ccsc2)C2=C(CC(C)(C)CC2=O)N1 (stereo not given) | 9%
COc1ccc(N(CC(=O)N2CCCCCC2)S(=O)(=O)c2ccccc2)cc1 | 0%
CCCC(=O)C1C(=O)CC(C)(C)C1C(=O)OC (stereo not given) | 6%
CCOc1ccc(NC(=S)NC(NC(=O)Cc2cccc3ccccc23)C(Cl)(Cl)Cl)cc1 (stereo not given) | 3%
O=C(O)Cc1ccc(NC(=O)C2CCCCC2C(=O)O)cc1 (stereo not given) | 0%
CCc1ccccc1N(CC(=O)Nc1ccc(F)cc1)S(C)(=O)=O | 6%
O=C(Nc1cccc(C(=O)Nc2ccccc2Cl)c1)c1ccc([N+](=O)[O-])cc1 | 10%
O=C(CN1CCOCC1)N/N=C/c1c[nH]c2ccccc12 | 0%
COC(=O)C1=C(C)N(C)C(=O)NC1c1ccc(I)cc1 (stereo not given) | 0%
O=C(NC(=S)Nc1cc(C(F)(F)F)ccc1Cl)c1ccccc1F | 5%
CC(C)OC(=O)c1c(-c2ccc(Br)cc2)csc1NC(=O)/C=C/C(=O)O | 11%
COC(=O)c1cc(C(=O)Nc2cc(C(F)(F)F)ccc2Cl)cc([N+](=O)[O-])c1 | 24%
CC1=N/C(=C\c2ccc(OC(F)F)cc2)C(=O)O1 | 8%
CCCOc1ccc(C(=O)N/N=C/c2cccc(Oc3ccccc3)c2)cc1 | 17%
COc1ccc(OCCNc2cc(N3CCOCC3)ccc2[N+](=O)[O-])cc1 | 14%
CCN(CC)CCCNC(=O)c1cnn2c(C(F)(F)F)cc(-c3ccc(C)cc3)nc12 | 1%
O=C(CN(c1cccc(Br)c1)S(=O)(=O)c1ccccc1)Nc1ccc(Cl)cc1 | 12%
CCCCOC(=O)c1ccc(NC(=O)c2cc3cc(Br)ccc3oc2=O)cc1 | 3%
N#C/C(=C\c1ccc(C(F)(F)F)cc1)c1nc2ccccc2s1 | 2%
COc1ccc(OCCCOc2c(Cl)cc(C)cc2Cl)cc1 | 13%
O=C(Nc1ccc(N2CCOCC2)cc1)c1ccc(Cl)cc1 | 17%
COC(=O)c1ccc(NC(NC(=O)c2ccc(OC)c(OC)c2)C(Cl)(Cl)Cl)cc1 (stereo not given) | 9%
Cc1ccc(N2C(=O)NC(=O)/C(=C\c3ccc(-c4cccc([N+](=O)[O-])c4)o3)C2=O)cc1 | 12%
COc1cc(C=O)ccc1OCCOc1cccc(Cl)c1 | 21%
CC(=O)c1c(C)nc(-c2ccc([N+](=O)[O-])cc2)nc1N | 3%
O=C(Nc1ccc(C(=O)O)cc1)/C(=C\c1ccccc1)NC(=O)c1ccccc1 | 13%
COc1ccc(/C=C2\C(=O)NC(=S)N(c3ccccc3F)C2=O)c(OC)c1OC | 13%
CCCCOC(=O)c1ccc(NC(=O)COc2ccc([N+](=O)[O-])cc2)cc1 | 5%
O=C1CCCC(O)=C1C(C1=C(O)CCCC1=O)c1ccc(Cl)cc1 | 4%
COc1ccc(C(=O)Nc2ccc3c(c2)OCCO3)cc1[N+](=O)[O-] | 1%
COc1ccccc1NC(=O)c1ccc(N2C(=O)c3ccc([N+](=O)[O-])cc3C2=O)cc1 | 10%
COC(=O)c1ccc(NC(=O)c2ccc(Cl)cc2)cc1 | 13%
Fc1ccccc1-c1nc2cc(N=C/C=C/c3ccc(Cl)cc3)ccc2o1 | 14%
CCC(C)OC(=O)C1=C(C)NC2=C(C(=O)CCC2)C1c1cc(OC)c(OC)cc1Br (stereo not given) | 9%
CC(=O)Nc1ccc(N/C=C(/C#N)c2nc(-c3ccc([N+](=O)[O-])cc3)cs2)cc1 | 6%
Cc1ccc(C(=O)NCc2ccncc2)c(Cl)c1 | 9%
O=C(Nc1ccccc1C(=O)O)c1cccc(S(=O)(=O)Nc2ccc(I)cc2)c1 | 2%
S=C(NCC1CCCO1)Nc1ccc(Cl)cc1Cl (stereo not given) | 4%
CC1=C(C(=O)Nc2cccc(C)n2)C(c2ccc([N+](=O)[O-])cc2)C2=C(CC(C)(C)CC2=O)N1 (stereo not given) | 8%
O=C(Nc1ccc(Cl)cc1)ON=C1CCCC1 | 5%
O=[N+]([O-])c1ccccc1C=NCCC12CC3CC(CC(C3)C1)C2 | 11%
CCC(=O)N1c2ccccc2NC2=C(C(=O)CC(c3ccccc3)C2)C1c1cccnc1 (stereo not given) | 3%
CCSCCOC(=O)C1=C(C)NC2=C(C(=O)CC(C)(C)C2)C1c1cccc2ccccc12 (stereo not given) | 11%
CCOc1ccc2ccc(OCC)c(C=C3C(=O)NC(=O)NC3=O)c2c1 | 7%
O=C(CCN1C(=O)c2cccc3cccc(c23)C1=O)N1CCN(Cc2ccc3c(c2)OCO3)CC1 | 19%
CCCCOc1ccc(S(=O)(=O)NCc2ccccn2)cc1 | 3%
CCCN1CCC(N2CCN(c3ccc([N+](=O)[O-])cc3)CC2)CC1 | 9%
Nc1cc(=O)[nH]c(SCC(=O)c2ccc(O)c(O)c2)n1 | 8%
O=C(CCC1CCCC1)Nc1cccc(F)c1 | 4%
C=CCn1c(SCC(=O)Nc2ccccc2OC)nc(O)c(Cc2ccccc2)c1=O | 4%
C=CCNC(=S)N/N=C/c1cccc([N+](=O)[O-])c1 | 9%
CCCCCCCc1ccc(-c2ccc(O)cc2)nc1 | 8%
NC(=O)c1ccc(NS(=O)(=O)c2ccc(F)cc2)cc1 | 3%
CCCc1cc(=O)n2[nH]c(-c3ccc(F)cc3)cc2n1 | 24%

The closing seven records of the part before lead into the next:
Compound | RNase H inhibition
Nc1cc(=O)[nH]c(SCC(=O)c2ccc(O)c(O)c2)n1 | 8%
O=C(CCC1CCCC1)Nc1cccc(F)c1 | 4%
C=CCn1c(SCC(=O)Nc2ccccc2OC)nc(O)c(Cc2ccccc2)c1=O | 4%
C=CCNC(=S)N/N=C/c1cccc([N+](=O)[O-])c1 | 9%
CCCCCCCc1ccc(-c2ccc(O)cc2)nc1 | 8%
NC(=O)c1ccc(NS(=O)(=O)c2ccc(F)cc2)cc1 | 3%
CCCc1cc(=O)n2[nH]c(-c3ccc(F)cc3)cc2n1 | 24%
O=C(CN1C(=O)S/C(=C\C=C\c2ccccc2)C1=O)Nc1ccc(Cl)cc1 | 13%
CCC1(C)CC(CC(=O)O)(c2ccc(OC)cc2)CCO1 (stereo not given) | 10%
O=C1C(=O)N(c2cccnc2)C(c2ccc(Cl)cc2)/C1=C(\O)c1ccc(Cl)cc1 (stereo not given) | 0%
CC(Nc1ccc(F)c(Cl)c1)C(=O)O (stereo not given) | 0%
Cc1ccc2nc(Nc3ccccc3)c(/C=N/O)c(=O)n2c1 | 3%
CC1=CC(C)(C)NC(=S)N1c1ccc(Cl)cc1 | 7%
N#C/C(=C/C=C/c1ccco1)C(=O)Nc1cccc(Br)c1 | 6%
CCOc1ccc(NC(=O)C2=C(C)NC(=S)NC2c2ccc(Br)cc2)cc1 (stereo not given) | 0%
Nc1ccc2oc(-c3ccc4ccccc4c3)nc2c1 | 35%
O=C(CSCC(=O)Nc1ccc2ccccc2c1)NCc1ccccc1 | 8%
Cc1ccc(NC(=O)CCC(=O)NNC(=O)/C=C/c2ccccc2)c(C)c1 | 4%
C/C(=N\N=C1\NC(=O)C(CC(=O)Nc2ccc(C)c(Cl)c2)S1)c1ccc([N+](=O)[O-])cc1 (stereo not given) | 12%
O=c1c(Oc2ccccc2)c(C(F)(F)F)oc2cc(O)ccc12 | 9%
O=Cc1ccccc1OCc1cccc([N+](=O)[O-])c1 | 28%
CCCCOc1ccc(C(=O)Cc2ccccc2)cc1 | 23%
O=C1CC(c2ccccc2)CC(O)=C1C=NCc1ccccc1Cl (stereo not given) | 2%
Cc1ccc(NC(=O)CCC2CCCC2)nc1 | 10%
CCOc1ccc(NC(=O)C2=C(C)NC(=O)NC2c2ccc(OC)c(OC)c2)cc1 (stereo not given) | 4%
CNc1ccc([N+](=O)[O-])cc1N/C=C/C(=O)c1ccc(OC)cc1 | 15%
CC(NC(=O)C(Cl)Cl)c1ccccc1 (stereo not given) | 10%
Cc1nc2ccccc2n1S(=O)(=O)c1ccc2ccccc2c1 | 1%
CCOc1ccc(NC(=O)CC(C)=O)cc1 | 3%
CN(C(=O)COc1ccc(F)cc1)C1CCS(=O)(=O)C1 (stereo not given) | 1%
CCCC(C)C(=O)Nc1ccc(OC)cc1OC (stereo not given) | 0%
O=C(O)CN1C(=O)/C(=N/N2C(=O)CSC2=S)c2ccccc21 | 0%
Cc1c(NC(=S)NC(=O)c2ccco2)cccc1-c1nc2ncccc2o1 | 0%
COC(=O)c1ccc(N/C=C\C(=O)c2ccc3ccccc3c2)cc1 | 2%
CCN(CC)c1ccc(NC(=O)COc2ccccc2)cc1 | 19%
Clc1cccc(Cl)c1OCCN1CCCC1 | 56%*
O=C(/C=C/c1cccc(C(F)(F)F)c1)Nc1cccc([N+](=O)[O-])c1 | 19%
COc1cc(/C=N/NC(=O)c2ccncc2)ccc1OC(=O)c1cccs1 | 11%
O=C(Nc1ccccc1)c1cccc(N2C(=O)C3CCCCC3C2=O)c1 (stereo not given) | 8%
NC(=O)NNC1CC(=O)N(c2ccccc2)C1=O (stereo not given) | 0%
O=C(/C(=N\O)n1cncn1)c1ccc(Br)cc1Br | 0%
COc1ccc(C(=O)CSc2nc(C)cc(C)n2)cc1C | 14%
O=C(/C=C/c1ccc2c(c1)OCO2)Nc1ccc(F)cc1 | 3%
CCc1ccc(-c2nc3cc(NC(=O)COc4ccccc4[N+](=O)[O-])ccc3o2)cc1 | 19%
C/C(=C\c1ccccc1)CN1CCN(c2ccc(C)cc2)CC1 | 21%
CCc1ccc(OCC(=O)N/N=C/c2cccc(OC)c2)cc1 | 7%
O=C(Cc1ccccc1)NCC1CCCO1 (stereo not given) | 1%
O=C(NCC1CCCO1)c1cccc(Br)c1 (stereo not given) | 0%
NC(=O)c1c(NC(=O)c2ccc(Br)cc2)sc2c1CCCCCC2 | 26%
COc1ccc(/C=N/N2CCN(Cc3cccc4ccccc34)CC2)cc1Br | 14%
O=c1[nH]c(=O)n(-c2cccc3ccccc23)c(O)c1/C=C1\C=Nc2ccccc21 | 13%
Cc1ccc(C(=O)Nc2cccc(F)c2)cc1S(=O)(=O)N1CCCCC1 | 5%
COc1ccc(CNc2cccc(SC)c2)cc1OCc1ccccc1 | 18%
COc1ccc(C2(CNC(=O)C3(c4ccccc4)CCCC3)CCCC2)cc1OC | 10%
CC(C)OC(=O)c1sc2cc([N+](=O)[O-])ccc2c1Cl | 2%
CCC(Cc1ccccc1)NC(=O)/C=C/c1ccccc1 (stereo not given) | 5%
CCOC(=O)Cc1csc(NC(=O)c2c(O)c3ccccc3[nH]c2=O)n1 | 0%
Cc1ccc(N(CC(=O)N/N=C/c2ccccc2)S(=O)(=O)c2ccccc2)cc1 | 4%
CCOC(=O)C1=C(C)NC2=C(C(=O)CC(c3ccc(OC)cc3)C2)C1c1ccccc1OCc1ccccc1 (stereo not given) | 5%
Cc1ccc(-c2csc(/C(C#N)=C/c3sccc3C)n2)cc1C | 18%
Cc1ccc(-c2nc3cc(Cl)cc(Cl)c3o2)cc1NC(=O)Cc1ccccc1 | 7%
COc1cccc(C(=O)Nc2ccc3oc(-c4cccc(I)c4)nc3c2)c1 | 13%
CN(C)c1ccc(/C=N/N2C(=O)C3C4C=CC(C4)C3C2=O)o1 (stereo not given) | 7%
COc1ccccc1/C=C1\SC(=S)N(NC(=O)c2cccc([N+](=O)[O-])c2)C1=O | 23%
Cc1cccc(/C(N)=N/OC(=O)COc2ccccc2C)c1 | 12%
Cc1ccc(N2CC(C(=O)OCc3ccc([N+](=O)[O-])cc3)CC2=O)cc1 (stereo not given) | 17%
O=C(O)C(c1ccccc1)C(c1ccccc1)c1ccccc1 (stereo not given) | 13%

Continued; the last 3 above are carried over.
Compound | RNase H inhibition
Cc1cccc(/C(N)=N/OC(=O)COc2ccccc2C)c1 | 12%
Cc1ccc(N2CC(C(=O)OCc3ccc([N+](=O)[O-])cc3)CC2=O)cc1 (stereo not given) | 17%
O=C(O)C(c1ccccc1)C(c1ccccc1)c1ccccc1 (stereo not given) | 13%
CC(C)c1cc(NS(=O)(=O)c2ccccc2N)cc(C(C)C)c1O | 12%
COc1ccc(C2CC(=O)C3=C(C2)NC(C)=C(C(=O)OCCc2ccccc2)C3c2ccc(OC)cc2OC)cc1 (stereo not given) | 5%
O=C(c1ccc(F)cc1F)n1nnc2ccccc21 | 9%
COc1ccc(N(C(C)C(=O)N/N=C/c2ccccc2Br)S(C)(=O)=O)cc1 (stereo not given) | 24%
CC(=O)C1=C(O)C(=O)N(C)C1c1ccc([N+](=O)[O-])cc1 (stereo not given) | 3%
CCOc1ccccc1N1CCN(Cc2cccs2)CC1 | 0%
CC(C)c1ccc(NC(=S)Nc2ccccc2)cc1 | 22%
O=C(O)c1ccc(N2C(=O)CC(SC(=NCCc3ccccc3)Nc3ccc(F)cc3)C2=O)cc1 (stereo not given) | 0%
O=C1N=c2ccccc2=C1c1sc(=O)n(-c2ccc(O)cc2)c1O | 23%
COc1cc(NC(=O)c2cccs2)ccc1NC(=O)c1ccco1 | 13%
COc1ccccc1/C=C1\SC(=S)N(NC(=O)c2ccccc2)C1=O | 5%
O=C1S/C(=C\c2ccc3c(c2)OCO3)C(=O)N1Cc1ccccc1 | 22%

This is a subset. The share of hits here may be higher or lower than overall.
